# Tat transport = E. coli Tat transport inhibition | E. coli MC4100 TorA-mCherry Tat export, fluorescence | inhibition, % at 10 µM | 0.036% of 340,000 active | AID 488895;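 active means mean replicate inhibition at least 50% and at least half of replicates individually reaching 50%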;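 further: exported cargo escapes ClpAP degradation while cytoplasmic cargo is degraded and loses fluorescence; 0% = median of neutral control wells and 100% = median of NaSCN control wells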
# PfHsp90 yeast 2 = reduces growth (ATP signal) of yeast expressing P. falciparum Hsp90; S. cerevisiae expressing PfHsp90, BacTiter-Glo ATP, 48 h; yeast lacking PDR1 and PDR3 efflux regulators; inhibition, % at 9.4 µM; 0.32% of 310,000 active;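 active means every replicate shows inhibition above about 80%, whatever the replicate mean, limit read from the data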;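 further: 0% = DMSO neutral controls and 100% = 20 µM radicicol positive controls; yeast relying on Plasmodium falciparum Hsp90 in place of its own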
# MOR-DOR ag = agonists of human mu-delta opioid receptor heterodimerization; cells, OPRM1-OPRD1 heterodimerization, luminescence; P35372+P41143; 0.3% of 340,000 active; activation, % at 9.3 µM; in the data active means activation above about 18%;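 further: 0% = vehicle-treated cells and 100% = reference agonist; values of inactives mirror those of a sister screen read the other way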
# MOR-DOR inv ag = inverse agonist of human OPRM1-OPRD1 heterodimerization; AID 504357; P35372+P41143; 0.21% of 340,000 active; inhibition, % at 9.3 µM; cell-based MOR-DOR heterodimer luminescence, inverse agonism; in the data active means inhibition above about 22%, passing the limit was not always enough;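 further: 0% = cells with DMSO and 100% = wells without cells with DMSO; values of inactives mirror those of a sister screen read the other way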
# AddAB inh = less growth of phage-infected E. coli with AddAB; E. coli expressing H. pylori AddAB, absorbance growth; inhibition, % at 11.9 µM; 0.29% of 330,000 active; AID 435030; in the data active means inhibition above about 12%;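 further: 0% = vehicle wells of infected cells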
# phage Ecoli inh = E. coli growth loss with phage present | AID 651602 | inhibition, % at 11.9 µM | 0.26% of 360,000 active | growth absorbance; in the data active means inhibition above about 11%
# Pemphigus Ab inh = inhibitors of pemphigus antibody binding to human desmoglein-3; DSG3-coupled beads, scFv-anti-DSG3-GFP binding, flow cytometry; stronger effect = lower value; binding (percent of control), % at 10 µM; 0.48% of 310,000 active; AID 588358;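 active means binding more than 3 SD below its plate's average and above zero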;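 further: hits lower antibody fragment binding to DSG3; some compounds called inactive have numbers as strong as hits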
# Target sequence (P32926 whole entry, looked up, the tested form may be a part): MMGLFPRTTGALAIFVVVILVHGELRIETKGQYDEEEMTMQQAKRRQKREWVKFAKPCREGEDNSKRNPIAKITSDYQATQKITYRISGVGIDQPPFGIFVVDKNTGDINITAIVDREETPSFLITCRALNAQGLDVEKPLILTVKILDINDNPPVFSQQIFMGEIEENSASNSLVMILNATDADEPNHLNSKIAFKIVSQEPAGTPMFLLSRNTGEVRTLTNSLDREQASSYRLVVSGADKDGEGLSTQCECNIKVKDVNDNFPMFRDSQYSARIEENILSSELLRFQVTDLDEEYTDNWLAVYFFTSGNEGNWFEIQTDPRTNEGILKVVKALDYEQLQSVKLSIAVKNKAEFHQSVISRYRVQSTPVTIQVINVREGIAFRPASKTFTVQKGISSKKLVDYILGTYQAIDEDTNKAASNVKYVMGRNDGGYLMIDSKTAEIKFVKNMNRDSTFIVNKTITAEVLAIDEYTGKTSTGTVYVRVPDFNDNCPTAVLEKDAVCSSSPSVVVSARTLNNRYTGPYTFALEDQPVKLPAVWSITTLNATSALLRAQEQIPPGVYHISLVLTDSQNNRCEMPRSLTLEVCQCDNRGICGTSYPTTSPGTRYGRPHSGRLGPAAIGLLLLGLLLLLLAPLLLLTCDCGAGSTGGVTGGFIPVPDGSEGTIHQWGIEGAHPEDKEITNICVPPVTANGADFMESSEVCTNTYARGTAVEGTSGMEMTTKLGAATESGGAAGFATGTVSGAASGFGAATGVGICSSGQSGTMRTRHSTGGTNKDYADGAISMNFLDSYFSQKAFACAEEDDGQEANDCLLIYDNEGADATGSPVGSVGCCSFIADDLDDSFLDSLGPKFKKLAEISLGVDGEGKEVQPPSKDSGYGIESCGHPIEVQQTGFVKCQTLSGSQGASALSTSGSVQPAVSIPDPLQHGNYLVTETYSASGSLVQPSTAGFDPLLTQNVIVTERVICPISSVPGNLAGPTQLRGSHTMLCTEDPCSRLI
# Arrestin-AP2 inh = inhibitors of human beta-arrestin and AP2 interaction; inhibition, % at 10 µM; FITC-arrestin peptide / GST-AP2 beads, flow cytometry; AP2 beta2 appendage carries R879A mutation; 0.31% of 340,000 active; AID 504490;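 active means inhibition above a set limit, near 3 SD of compounds lacking own fluorescence, cut at about 54% in these data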;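 further: plate controls were DMSO wells for no effect and 5 µM unlabelled arrestin peptide for full effect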
#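 System: GST-tagged AP2 beta2-adaptin appendage (R879A) on 4 µm glutathione beads / Reagent: FITC-arrestin peptide, 50 nM / Detection: HyperCyt-sampled flow cytometry, FL1 channel, ex 488/em 535 nm / Timing: 12 min plus 1 h, RT / Buffer or medium: PBS plus Tween 20 (0.05%) and BSA (0.1%)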
# E coli growth = bacterial growth inhibition, counter-screen for AddAB inhibitors; E. coli V3065 growth, OD600 absorbance, 18 h; inhibition, % at 11.9 µM; 0.27% of 330,000 active; AID 449728;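 active means inhibition above the campaign's mean inhibition across all tested compounds plus 3 SD, cut at about 9.9% in these data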;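 further: uninfected addAB+ strain grown without phage in ampicillin broth; 0% = DMSO wells and 100% = ciprofloxacin 0.95 µg/ml wells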
# SUMO Mot1 rescue = SUMOylation pathway inhibition by Mot1-301 growth rescue; S. cerevisiae Mot1-301 growth rescue, ATP luminescence, 38.5C; percent above DMSO median, 100 means doubled; growth rescue, % at 18.8 µM; 1% of 320,000 active; AID 2716;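 active means every valid replicate shows activation above 250% relative to neutral control wells; inactive means the rest, any valid replicate at or below 250%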;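 further: OY570 slx delta 5 strain wells were the positive control but not used for scaling; some compounds called inactive have numbers as strong as hits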
# PKA-R1A act = activates the PKA-R1A holoenzyme complex | P00514+P68181 | PKA-R1A dissociation, Cy5-IP20 fluorescence polarization; scaled: DMSO 0%, 113 µM cGMP 100% | activation, % at 11.4 µM | 0.083% of 340,000 active | AID 504707;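 active means percent activation above the mean of all tested compounds plus 3 SD, cut at about 19% in these data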;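 further: higher means more PKAc released from R1A so a rise in polarization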
# The depositor's hits bear a star; . = not tested or not shown.
SMILES,Tat transport,PfHsp90 yeast 2,MOR-DOR ag,MOR-DOR inv ag,AddAB inh,phage Ecoli inh,Pemphigus Ab inh,Arrestin-AP2 inh,E coli growth,SUMO Mot1 rescue,PKA-R1A act
COc1ccccc1N(C(=O)c1snc(C(N)=O)c1N)C(C(=O)NC1CCCC1)c1ccc2ncccc2c1 (centres undefined),21,-10,-3.1,17,2.0,1.7,102,25,-1.3,-3,5
Cc1sc2ncnc(N[C@@H](Cc3c[nH]c4ccccc34)C(=O)O)c2c1C,-5,1,-2.2,14,1.9,2.3,99,0,0.3,-10,11
COC(=O)c1ccc(N=Nc2ccccc2)cc1,-3,.,2.1,-11,5.1,4.4,112,-30,-0.3,21,0
Nc1ccc(C(=O)OCC(=O)c2cccc([N+](=O)[O-])c2)cc1,-6,13,-2.9,19,1.8,2.8,88,-3,-1.5,16,5
COc1ccc(-n2c(-c3ccco3)nc3c(cnn3-c3ccccc3C)c2=O)cc1,-1,-5,-0.2,1,4.2,-0.8,100,-4,0.0,135,1
CSc1nnc(-c2cc3c(-c4ccccc4)nn(C)c3s2)n1C,-8,.,-2.3,11,2.8,1.9,102,35,-1.3,3,-7
CCCOc1ccc(S(=O)(=O)N2CCOCC2)cc1[N+](=O)[O-],-11,-32,-0.1,1,5.4,4.7,96,-2,-0.8,-18,-12
Clc1cccc(OCc2nc(-c3ccncc3)n[nH]2)c1,-3,-44,-1.8,9,3.3,4.8,109,20,-0.1,-18,-8
Cc1cc(-c2ccc(/C=N/n3cnnc3)o2)c(C)c([N+](=O)[O-])c1,-11,3,-0.1,0,0.3,-2.5,98,-4,-0.3,12,-7
Cc1cccc(N2CCN(C(=O)c3ccc4nc(N5CCCCC5)sc4c3)CC2)c1C,0,-17,-2.0,11,1.1,-2.6,87,8,-1.3,10,-3
S=c1[nH]nc(-c2cccc(Cl)c2)n1Cc1ccccc1,-10,-7,0.1,0,2.4,1.1,.,-4,-3.5,-5,4
Cc1ccc(-c2cc(-c3ccccc3)[nH]c(=S)c2C#N)cc1,-6,13,-1.9,12,-1.2,3.2,93,7,1.3,-7,4
O=C(O)c1ccc(N=NN2CCCCC2)cc1,2,-14,.,.,2.1,0.6,88,29,-0.9,5,.
CCOc1cc(N2CCOCC2)c(OCC)cc1NC(=O)c1c(C)noc1C,-5,-23,3.8,-20,.,5.3,100,8,.,.,-5
COc1ccc(CC(=O)OCC(=O)NCc2ccccc2Cl)cc1,1,-9,-0.2,1,0.2,3.7,99,17,-0.7,24,-15
COc1cc(C=O)cc(OC)c1OS(=O)(=O)c1ccc(NC(C)=O)cc1,-9,-26,-1.4,7,2.8,1.1,102,-5,0.1,706,2
CC(C)CC(NS(=O)(=O)c1ccc2c(c1)oc(=O)n2C)C(=O)NCc1cccnc1 (centres undefined),0,27,-2.5,15,-1.8,2.2,95,7,-1.5,-16,-5
CCOC(=O)CSc1nnc(-c2cccnc2)n1C,4,22,-0.6,3,3.0,3.4,.,3,2.6,31,-10
Cc1ccc(/C=N/n2c(COc3ccccc3)n[nH]c2=S)o1,3,11,-0.6,4,4.3,2.1,85,12,0.2,1,6
CCOC(=O)/C(=N\Nc1ccccc1[N+](=O)[O-])c1csc(N)n1,6,6,-0.6,3,2.4,2.8,99,3,2.1,1,-19
CN(C)S(=O)(=O)c1ccc(N2CCCC2)c(C(=O)Nc2ccccc2Br)c1,3,.,-1.4,9,4.4,4.6,102,-12,2.1,31,-3
Cn1c(=O)c2c(nc(NCCc3ccccc3)n2Cc2ccccc2)n(C)c1=O,-1,3,2.7,-15,0.0,2.1,98,-4,-1.5,-19,-1
CCOC(=O)c1[nH]c2ccc(C)cc2c1N=CN(CC)CC,-6,4,-2.4,14,0.5,0.2,.,-1,-1.2,1,-6
C=CCc1ccc(OCc2ccc(C(=O)OC)o2)c(OC)c1,4,7,-0.7,4,2.1,1.9,103,1,1.7,6,9
CCOC(=O)C[C@H]1c2cc(C(F)(F)F)ccc2S(=O)(=O)N1Cc1ccccc1,-1,.,-0.4,2,1.9,0.3,100,-8,0.0,4,-5

# Full records from above. Order of values: Tat transport | PfHsp90 yeast 2 | MOR-DOR ag | MOR-DOR inv ag | AddAB inh | phage Ecoli inh | Pemphigus Ab inh | Arrestin-AP2 inh | E coli growth | SUMO Mot1 rescue | PKA-R1A act
# CCCOc1ccc(S(=O)(=O)N2CCOCC2)cc1[N+](=O)[O-] reads -11 | -32 | -0.1 | 1 | 5.4 | 4.7 | 96 | -2 | -0.8 | -18 | -12
# Cn1c(=O)c2c(nc(NCCc3ccccc3)n2Cc2ccccc2)n(C)c1=O reads -1 | 3 | 2.7 | -15 | 0.0 | 2.1 | 98 | -4 | -1.5 | -19 | -1
# CSc1nnc(-c2cc3c(-c4ccccc4)nn(C)c3s2)n1C reads -8 | . | -2.3 | 11 | 2.8 | 1.9 | 102 | 35 | -1.3 | 3 | -7
# CC(C)CC(NS(=O)(=O)c1ccc2c(c1)oc(=O)n2C)C(=O)NCc1cccnc1 (centres undefined) reads 0 | 27 | -2.5 | 15 | -1.8 | 2.2 | 95 | 7 | -1.5 | -16 | -5

# Continued:
SMILES,Tat transport,PfHsp90 yeast 2,MOR-DOR ag,MOR-DOR inv ag,AddAB inh,phage Ecoli inh,Pemphigus Ab inh,Arrestin-AP2 inh,E coli growth,SUMO Mot1 rescue,PKA-R1A act
COc1ccc([N+](=O)[O-])cc1NC(=O)COC(=O)Cc1cc(OC)c(OC)c(OC)c1,3,-12,-2.7,14,1.9,1.9,101,2,0.3,6,-2
COc1cnc(-c2cccc(C(F)(F)F)c2)nc1OC,1,8,2.7,-14,-2.5,3.3,105,-7,-2.7,-12,0
CCCCCOC(=O)c1ccc(N2C(=O)C3C4C=CC(C4)C3C2=O)cc1 (centres undefined),-3,25,8.8,-49,2.0,1.4,83,-13,-0.2,-8,1
CC(=O)c1sc(N/N=C\c2c(O)ccc3ccccc23)nc1C,0,11,-1.2,6,4.6,3.1,110,3,0.0,11,-11
CCN(CC(=O)Nc1ccccc1C(F)(F)F)C(=O)c1ccccc1OCc1ccc(F)cc1,7,17,-0.9,4,.,1.9,101,-1,.,.,-7
CCCC(=O)Nc1cc(C)c(NC(=O)c2ccccn2)cn1,7,-12,2.1,-11,-1.9,-0.2,102,4,-0.1,19,3
CC(NC(=O)Cc1cccs1)C(c1cccs1)N1CCN(c2ccccc2F)CC1 (centres undefined),-19,0,0.3,-2,0.6,-0.6,105,39,-3.1,67,-1
Cc1cc(NS(=O)(=O)c2ccccc2)c(C)c(Cl)c1O,-14,20,0.8,-4,0.2,-2.2,100,26,-0.8,60,-13
C=CCNC(=S)NNC(=O)c1cccn(Cc2cccc(Cl)c2)c1=O,-5,.,-0.7,3,1.4,3.0,98,-14,-0.2,10,2
CCNC(=O)COC(=O)/C=C/c1cccs1,7,4,0.2,-1,1.2,2.5,.,17,1.9,17,2
CC(C)CSc1nnc2[nH]c(=O)cc(N)n12,-1,15,-2.4,13,-1.2,2.5,109,9,0.3,.,-4
Cc1ccccc1Nc1ccc([N+](=O)[O-])cn1,-6,0,1.3,-7,.,-2.1,113,2,.,-2,-2
O=C(O)/C=C/c1cn(Cc2ccccc2)nc1-c1ccccc1,-3,-10,-2.7,12,0.8,2.3,97,-7,-0.7,-7,-13
O=C(CSc1nnc(COc2ccccc2)n1-c1ccccc1)c1cccs1,4,-15,-2.0,11,2.2,1.8,106,-2,3.4,-5,2
O=C(Nc1ccc(Br)cn1)c1ccc2ccccc2c1,5,-1,4.0,-20,-0.2,0.3,116,3,-3.4,6,-5
c1ccc2c(c1)OCC(c1nnc3n1-c1ccccc1SC3)O2 (centres undefined),-3,-6,-2.6,15,0.6,1.6,108,0,-0.6,10,0
COC(=O)C1=C(C)N(CC(C)C)C(=O)C1,1,5,-0.1,0,-2.5,0.4,82,15,-3.9,14,6
O=C(O)/C(=C\c1ccc(-c2ccccc2[N+](=O)[O-])o1)c1ccccc1,-4,9,-0.9,4,4.1,3.2,99,19,1.2,-2,-10
CN(C)/C=C/C(=O)c1ccc(Cl)c([N+](=O)[O-])c1,8,4,1.0,-6,0.3,4.1,101,-7,-5.3,9,-22
O=C(N1CCOCC1)N1CCOCC1,5,-30,-1.9,9,-1.1,1.0,97,1,0.2,4,-1
CCN(CC)C(=O)c1[nH]cnc1C(=O)NCCCCCNC(=O)OC(C)(C)C,1,6,-0.9,5,0.3,-0.5,115,5,-2.5,0,4
COCCn1c(SCC(=O)N2CCCC2)nc2c([nH]c3ccccc32)c1=O,-1,-1,-1.6,8,3.0,-0.7,.,-11,0.7,-13,4
Cc1cc(C(=O)COc2ccccc2[N+](=O)[O-])c(C)n1C1CC1,-1,-40,2.2,-14,1.7,4.8,93,6,0.5,-3,-4
O=C(NCC1CCCO1)C(=O)N/N=C/c1c(F)cccc1Cl (centres undefined),3,-3,-1.6,9,4.0,3.3,107,-6,-1.0,-2,5
COc1ccc(-c2cc(C3CCN(Cc4cccc(C(F)(F)F)c4)CC3)[nH]n2)cc1,3,-4,11,-79,3.7,1.4,95,11,-2.0,-24,-5
CCCn1c(=N)c(C(=O)NCc2ccc3c(c2)OCO3)cc2c(=O)n3cccc(C)c3nc21,5,-17,-1.4,8,0.2,2.1,98,7,0.4,-5,5
CC(=O)c1ccc(-n2c(CCC(=O)O)ccc2-c2cccs2)cc1,-17,-33,-0.2,1,0.8,0.0,104,1,-0.3,6,-6
Cc1cc(C)nc(N2CCCC(C(=O)NCCc3cccc(F)c3)C2)n1 (centres undefined),0,19,0.6,-3,2.5,.,103,-6,1.1,40,5
CCOC(=O)CNC(=O)N1c2ccccc2Sc2ccccc21,-6,-26,-1.1,6,-0.4,1.4,99,0,-1.8,321,-6
O=C(NCc1nc(-c2ccc(C(F)(F)F)cc2)no1)Nc1cc(Cl)cc(Cl)c1,-7,-14,0.7,-4,0.5,3.0,.,7,-0.7,-23,-4

# Sorted by heavy-atom count (descending): part of the list above
SMILES,Tat transport,PfHsp90 yeast 2,MOR-DOR ag,MOR-DOR inv ag,AddAB inh,phage Ecoli inh,Pemphigus Ab inh,Arrestin-AP2 inh,E coli growth,SUMO Mot1 rescue,PKA-R1A act
CCN(CC(=O)Nc1ccccc1C(F)(F)F)C(=O)c1ccccc1OCc1ccc(F)cc1,7,17,-0.9,4,.,1.9,101,-1,.,.,-7
CCN(CC)C(=O)c1[nH]cnc1C(=O)NCCCCCNC(=O)OC(C)(C)C,1,6,-0.9,5,0.3,-0.5,115,5,-2.5,0,4
Cc1cc(C)nc(N2CCCC(C(=O)NCCc3cccc(F)c3)C2)n1 (centres undefined),0,19,0.6,-3,2.5,.,103,-6,1.1,40,5
CC(=O)c1sc(N/N=C\c2c(O)ccc3ccccc23)nc1C,0,11,-1.2,6,4.6,3.1,110,3,0.0,11,-11
Cc1cc(NS(=O)(=O)c2ccccc2)c(C)c(Cl)c1O,-14,20,0.8,-4,0.2,-2.2,100,26,-0.8,60,-13
